NR2E3 ag-1: human photoreceptor-specific nuclear receptor agonism; CHO-S Gal4-NCOR/VP16-NR2E3 two-hybrid, luciferase; AID 602229; 360,000 compounds, 0.35% hits; inhibition of corepressor binding, % at 3.98 µM; Q9Y5X4;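 active = inhibition above the mean of all tested compounds plus 3 SD, cut at about 70% in these data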;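 note: 0% = DMSO with NR2E3 transfected cells and 100% = cells lacking NR2E3 construct; higher means lower luciferase signal from less NR2E3 corepressor binding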
Target sequence (Q9Y5X4 whole entry, looked up, the tested form may be a part): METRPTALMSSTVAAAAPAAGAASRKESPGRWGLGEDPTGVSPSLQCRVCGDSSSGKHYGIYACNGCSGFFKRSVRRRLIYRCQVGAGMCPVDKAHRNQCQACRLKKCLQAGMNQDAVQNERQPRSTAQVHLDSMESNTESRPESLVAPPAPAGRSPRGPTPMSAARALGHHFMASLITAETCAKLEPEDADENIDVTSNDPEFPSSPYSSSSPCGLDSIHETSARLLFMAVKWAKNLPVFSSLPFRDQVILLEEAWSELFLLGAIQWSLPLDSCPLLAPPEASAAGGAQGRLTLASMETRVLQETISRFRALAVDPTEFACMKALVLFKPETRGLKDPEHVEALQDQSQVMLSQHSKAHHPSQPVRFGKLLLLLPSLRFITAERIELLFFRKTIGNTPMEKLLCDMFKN
NR2E3 ag-2: NR2E3 (human) agonism. Q9Y5X4. GST-NR2E3/biotin-RetCOR TR-FRET, 1536-well. inhibition of corepressor binding, % at 4.78 µM. 320,000 compounds, 0.12% hits. AID 2300;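 active = percent inhibition above the cutoff of mean plus 3 SD of all tested compounds, set per screening campaign, cut at about 20% in these data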;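 note: 0% = DMSO wells and 100% = biotin wells as full block of FRET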
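System: GST-tagged NR2E3 plus biotinylated RetCOR corepressor; Amount: 1.35 nM GST-tagged NR2E3 final; Dosing: single nominal compound dose of 4.8 µM; Schedule: 5 h incubation at 4 °C; Technique: TR-FRET with europium anti-GST and streptavidin-D2, 340 nm excitation; Controls: biotin wells as high control, 0.6% DMSO wells as low control.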
iPSC survival up: increases survival of single human iPS cells; hiPSC single-cell survival, ATPlite luminescence; 100% = ROCK inhibitor wells, 0% = DMSO; survival enhancement, % at 20 µM; 360,000 compounds, 0.044% hits; in the data active = survival enhancement above about 18%;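 note: cells exposed to compounds for 16 hours before the ATP read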
KKLEB cytotox: CF airway cell cytotoxicity counter-screen. KKLEB CF airway cells viability, ATPlite luminescence, overnight; hits give low values; cells stimulated with P. aeruginosa culture filtrate. activity change (cytotoxicity), % at 5 µM. 360,000 compounds, 0.36% hits. AID 602141;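 active = corrected activity change at or below -50% at 5 µM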
HIF-2a inh: HIF-2a inhibition. 786-0 RCC cells HIF-2a reporter, luciferase luminescence, overnight. inhibition, % at 18.8 µM. 360,000 compounds, 0.72% hits. AID 624352;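 active = inhibition of the luminescence signal of 40% or more relative to plate controls, in a single-dose primary screen at 18.75 µM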
CF NFkB block: inhibitors of cystic fibrosis induced NF-kB | inhibition, % at 5 µM | AID 588850 | KKLEB NF-kB-GFP reporter, PAF-induced, GFP fluorescence overnight | 360,000 compounds, 0.86% hits;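 active = at least 50% inhibition at 5 µM, scaled per plate between neutral and stimulator controls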;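 note: PAF is a Pseudomonas aeruginosa culture filtrate used as stimulus; plate controls were PAF-stimulated DMSO wells for no effect and unstimulated DMSO wells for full effect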
MITF TRPM1 inh: reduces MITF-dependent TRPM1 promoter luciferase signal; SK-MEL-5 TRPM1 promoter luciferase, 24 h; inhibition, % at 12.5 µM; 330,000 compounds, 0.83% hits; AID 488899;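 active = mean inhibition across replicates of 60% or more, whatever share of single replicates reaches that level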; note: values of inactives mirror those of a sister screen read the other way
Shn3 3UTR inh: inhibitors of Schnurri-3 3'UTR reporter in osteoblasts; Clone20 osteoblast Shn3 3'UTR firefly luciferase, 24 h; 360,000 compounds, 0.52% hits; inhibition, % at 12.5 µM; AID 588674;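 active = mean inhibition of at least 75% with every replicate also reaching 75%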;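 note: 0% = median of neutral control wells and 100% = pilot-screen positive control compound; some compounds past the cut are filed as inactive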
EBV LMP1 NFkB: inhibitors of Epstein-Barr LMP1-induced NF-kappaB reporter; LMP1-induced NF-kappaB luciferase reporter cells, luminescence; inhibition, % at 12.5 µM; 350,000 compounds, 0.69% hits; AID 504558; in the data active = inhibition above about 41%;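 note: 0% = neutral control wells and 100% = reference inhibitor control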
Peg3 promoter: reduces Peg3 promoter-driven luciferase expression in HeLa | HeLa PEG-Prom luciferase reporter, luminescence, overnight | inhibition, % at 20 µM | 360,000 compounds, 1.7% hits | AID 588405;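 active = inhibition of at least 50% at 20 µM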
TRAIL sens C8: caspase-8 TRAIL sensitization; NB7+C8 cells + TRAIL, ATPlite viability luminescence; AID 624354; 360,000 compounds, 1% hits; inhibition (viability loss, TRAIL sensitization), % at 10 µM;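 active = compounds causing at least 50% loss of cell viability in the single-dose screen, relative to plate controls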
* marks the source's active call; other numbers are inactive results; · = no result given.

SMILES	NR2E3 ag-1	NR2E3 ag-2	iPSC survival up	KKLEB cytotox	HIF-2a inh	CF NFkB block	MITF TRPM1 inh	Shn3 3UTR inh	EBV LMP1 NFkB	Peg3 promoter	TRAIL sens C8
COC(=O)c1sccc1NC(=O)c1cc(-c2cc(C)ccc2C)nc2ccccc12	4	1	-1.9	-8	-6	-3	9	20	9	38	1
CCCCNC(=O)C(CC)(ONc1ccccc1C(F)(F)F)c1ccccc1OC (configuration not stated)	0	-1	-3.5	-4	-2	8	10	17	-4	4	8
COc1cc(/C=C2/C(=O)NN(c3ccc(Cl)cc3)C2=O)cc(OC)c1O	-48	-2	0.5	3	8	-15	2	11	0	1	-15
CC(C)CCCN1C(N(C)C)=NC[C@@H]1Cc1ccccc1	-26	5	1.8	1	10	1	-2	79	-2	-10	10
CC(=O)c1cccc(CN2CCC(CO)(CCCc3ccccc3)CC2)c1	-1	1	-0.2	-6	12	0	9	-1	3	-18	3
CCc1cccc(NC(=O)Cn2c(-c3ccccc3)cc(C(C)=O)c2C)c1	-9	0	0.2	-4	30	18	15	46	7	9	-10
CC1CCCC(C)N1C(=S)NCc1ccco1 (configuration not stated)	13	4	-1.0	2	10	0	5	-15	19	10	11
CCOC(=O)c1ccc(N2C(=O)C3CC=CCC3C2=O)cc1 (configuration not stated)	5	0	-3.0	-8	-11	10	-20	-4	1	-10	-8
O=C(NCc1ccccc1)c1onc(CSc2ccccn2)c1C(=O)NCc1ccccc1	-11	2	3.8	-22	8	-13	11	-7	-1	-24	-4
CC1(C)CC(=O)C2=C(C1)NCN(CCCN1CCOCC1)C2	-4	0	4.8	2	8	-13	9	12	-6	-7	-5
COc1ccc(C)c(NC(=O)C2CC(=O)NC3=C2C(=O)CCC3)c1 (configuration not stated)	-20	-1	-0.8	-9	10	16	-1	9	-3	12	6
O=C(O)Cn1nnc(-c2ccc(OCc3ccccc3)cc2)n1	-20	2	-0.7	0	-14	7	-10	8	-6	-16	-13
O=C(COC(=O)c1cnc(Cl)c(Cl)c1)Nc1ccc(S(=O)(=O)N2CCCC2)cc1	7	3	-0.9	-10	14	-15	-3	-11	-40	17	19
[O-][n+]1ccccc1SCc1ccccc1	3	3	2.2	6	5	3	-10	-9	0	-6	0
COC(=O)CCCC1=CC2=C(c3ccccc3)C(=O)C(C)(OC(=O)C3CCCC3)C(=O)C2=CN1c1ccccc1 (configuration not stated)	-12	1	-2.1	20	-18	-16	6	-5	-1	-28	-12
O=C(CNc1cccc(S(=O)(=O)N2CCOCC2)c1)Nc1ccccc1F	11	-2	-0.5	-6	-14	17	-8	-4	3	-6	4
CCOC(=O)C1(Cc2cccc(OC)c2)CCN(Cc2cc(OC)ccc2OC)CC1	-37	2	-0.7	-5	9	5	-1	73	4	11	7
CCOc1ccccc1C1C(C#N)=C(N)SC(N)=C1C#N	-8	13	2.1	5	4	-4	0	13	3	10	-4
CN(C)c1ccc(N2C(=NC(=O)COc3ccccc3)SC3CS(=O)(=O)CC32)cc1 (configuration not stated)	-27	-4	-0.8	4	-16	-4	-22	-7	-12	-35	-11
CC1CCN(C(=O)c2ncn(Cc3ccccc3)c2C(=O)N2CCC(C)CC2)CC1	2	·	-1.7	-15	0	3	7	2	-7	6	-4
O=C(NCCO)c1scc2c1OCCO2	-33	2	-2.0	0	16	14	14	-10	-5	11	-23
Cc1nn(C)cc1/C=N/NC(=O)C(C)(C)Oc1ccc(Cl)cc1	-23	1	-0.4	-7	-9	-4	-4	21	1	0	-10
O=C(COC(=O)c1ccccc1)Nc1ccccc1Br	-56	-1	-0.2	-11	15	6	-11	-5	-34	-26	3
COc1ccccc1C/C(N)=N/OC(=O)c1cccs1	-8	-1	-0.5	7	-12	-7	-7	1	-10	-14	27
CON/C=C(\C=Nc1ccc(Cl)cc1)c1ncc(C(F)(F)F)cc1Cl	-10	1	-0.3	-6	26	9	17	-14	-10	22	3
CN1CCOc2c1cnn(CCO)c2=O	-11	·	-0.9	10	4	-14	·	-5	·	4	2
COc1cc(OC)c(C(=O)O/N=C(\N)c2cccc(C)c2)cc1OC	-59	-4	-0.5	5	-112	-11	-45	-31	-1	-74	5
COc1ccc(-n2ncc3c(NCCCn4ccnc4)ncnc32)cc1	3	-3	-4.4	3	-119	-7	-42	-24	-13	-170	-11
COc1ccc(/C=C/C(=O)NNc2cc(=O)n(C)c(=O)n2C)cc1OC	7	0	0.0	-6	10	4	1	-10	-8	13	0
COc1ccc2[nH]c3c(c2c1)CCC/C3=N\N	-11	-1	1.7	2	14	12	1	19	8	24	-1
CCN(CC(=O)NC1CCS(=O)(=O)C1)S(=O)(=O)c1ccc(Cl)cc1C(F)(F)F (configuration not stated)	-9	3	0.3	6	2	-4	-4	12	2	-6	-16
O=C(NNC(=O)c1cc(S(=O)(=O)N2CCCCC2)ccc1Cl)c1ccccc1O	-30	1	-0.5	12	-10	-17	13	-25	-6	7	14
COC(=O)N(C)C[C@@H]1OCc2cnnn2CCCC(=O)N([C@H](C)CO)C[C@@H]1C	-10	·	1.1	7	3	4	·	3	0	5	3
COc1ccc(C(=O)c2sc(Nc3ccccc3)c(C(=O)Nc3ccc(OC)c(OC)c3)c2N)cc1	-47	3	1.6	-12	-78	10	-7	4	1	4	-11
Cc1cc(NC(=O)CCC(=O)N(c2ccccc2)C(C(=O)NC2CCCCC2)c2cccs2)no1 (configuration not stated)	-3	0	-2.8	2	5	-1	18	9	-13	21	-1
COc1ccc(NC(=O)CS(=O)CC(=O)Nc2ccc(F)cc2F)cc1 (configuration not stated)	-16	4	-0.1	-6	6	-1	-3	1	-5	6	9
CC(C)COC(=O)c1ccc(NC(=O)C2C3CCC(C3)C2C(=O)O)cc1 (configuration not stated)	-73	3	1.1	7	-31	-6	-54	-59	-49	-235	21
COc1ccc(-c2nc(CS(=O)(=O)CC(=O)NCCCN3CCN(C)CC3)c(C)o2)cc1	-2	0	0.0	8	-1	-5	-15	-13	0	-5	2
CN(C)S(=O)(=O)c1ccc(C(=O)NCC(C)(C)CN=C2NS(=O)(=O)c3ccccc32)cc1	-3	0	-0.2	2	23	0	-6	-6	-8	10	-2
CCOP(=O)(OCC)/C(=N/OC(=O)c1cccc([N+](=O)[O-])c1)C(N)=O	5	-1	0.9	5	17	7	8	1	4	4	13
Cc1ccc(S(=O)(=O)NCCCCCCNS(=O)(=O)c2ccc(C)cc2)cc1	38	·	2.0	20	16	-14	·	3	13	19	11
COC(c1ccc(Cl)cc1)(c1ccc(Cl)cc1)C(Oc1nccc(C)n1)C(=O)O (configuration not stated)	9	2	-0.4	4	18	-13	7	-49	8	14	-5
COc1ccc(N2CCN(C(CNS(=O)(=O)c3ccc4c(c3)OCCO4)c3ccco3)CC2)cc1 (configuration not stated)	8	-1	1.7	3	12	-18	11	5	-2	4	7
Nc1nonc1C(=O)NCCNS(=O)(=O)c1ccc(F)cc1	-12	-5	3.4	1	20	4	3	-7	-8	-8	-1
COc1ccc(NC(=O)CSc2nc3c([nH]c4ccccc43)c(=O)n2C)cc1	-13	2	0.1	-6	20	3	25	3	-3	0	8
C#CC[N+](C)(C)CCCCCCCC	6	6	-3.6	-16	10	37	-9	12	1	25	0
Cc1cc(C(=O)Nc2ccccc2)c(C)o1	-9	5	-2.3	-9	-96	-2	-1	-2	-1	-81	3
COc1ccc(C(=O)N2c3ccccc3CC2C)cc1OC (configuration not stated)	-13	4	1.2	2	13	-2	18	-4	-1	9	0
Cc1sc(NC(=O)CSc2ncn(-c3ccccc3)n2)nc1-c1ccccc1	-7	0	4.6	-1	6	-16	-6	17	8	-5	-11
COc1cccc(NS(=O)(=O)NC(=O)c2cn(C)c3ccccc23)c1	-24	-5	-0.4	1	-17	13	-8	-4	-19	0	4
O=C(O)c1cnc2ccccc2n1	4	1	0.3	-1	-24	-3	10	-1	-3	1	-17
CCc1cc(C(=O)NN2C(=O)NC3(CCCCC3)C2=O)sc1C	1	-4	-0.6	0	1	-4	-3	-3	-1	0	-14
Cc1noc(C)c1S(=O)(=O)N1CCN(c2ccccc2Cl)CC1	-23	·	-0.2	-7	20	26	1	8	-2	16	-4
O=C(Nc1ccnn1C1CCN(C(=O)c2ccc(F)c(Cl)c2)CC1)C1CC1	-33	3	-0.3	21	-3	-42	1	-12	-5	-9	-20
Cc1c(C(=O)OCC(=O)Nc2ccccc2OC(F)F)cccc1[N+](=O)[O-]	7	-1	-0.1	3	8	4	11	-13	3	-7	-3
Cc1ccc(NC(=S)Nc2cccc3ccccc23)cc1F	-69	-2	-0.5	-9	-132	5	20	-81	-22	-92	14
CCOC(=O)c1ccccc1NC(=O)CSC(C)C(=O)Nc1cc(C)on1 (configuration not stated)	5	-2	-0.5	5	15	-15	3	-1	-2	9	2
c1ccc(CSc2ncnc3c2oc2ccccc23)cc1	-26	4	2.5	2	-39	14	3	1	10	-37	-5
COC(=O)c1ccccc1S(=O)(=O)NCc1nc2nc(C)cc(C)n2n1	-15	2	-1.8	22	12	-35	-4	-6	0	4	-6
Cc1nc2scc(C)n2c(=O)c1S(=O)(=O)NCc1ccc(F)cc1	-16	0	-0.6	6	6	6	5	1	-5	2	5
Remaining list, next part
SMILES	NR2E3 ag-1	NR2E3 ag-2	iPSC survival up	KKLEB cytotox	HIF-2a inh	CF NFkB block	MITF TRPM1 inh	Shn3 3UTR inh	EBV LMP1 NFkB	Peg3 promoter	TRAIL sens C8
O=C(Cn1nc(C(=O)O)c2ccccc2c1=O)Nc1cc(C(F)(F)F)ccc1-n1cncn1	-11	3	2.3	-22	11	12	6	-4	-6	4	11
O=C(Nc1ccccc1N1CCCC1)c1cccc(F)c1	-19	-6	0.2	3	12	-9	2	4	-6	2	-4
Nc1ncc([N+](=O)[O-])c(N2CCCCCC2)n1	-1	4	0.3	2	8	67*	-4	13	22	14	-1
COc1ccc(/C=C/C(=O)N(C(C)C)C(C)C)cc1Br	-57	1	3.9	0	-123	9	-14	-8	13	-77	-11
O=C(Nc1ccc2c(c1)OCCO2)c1ccc(Cl)c([N+](=O)[O-])c1	-12	0	-1.6	9	-160	11	-69	-67	-3	-297	34
CCCCCn1nnc2c(=O)oc3ccccc3c21	18	3	0.5	7	33	-4	4	11	-3	-29	2

Screens as filed in PubChem.

Not all compounds are listed; count on the stated rates, not on these rows.
